Assay outcomes from PubChem BioAssay.
TRPN1 ag – activates the zebrafish TRPN1 channel; activation, % at 3 µM; AID 1424; 220,000 compounds, 0.18% hits; HEK293 zebrafish TRPN1-YFP, Fluo-8 calcium fluorescence; 100% = response to 87 µM carbachol;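 active = activation above its plate's cutoff, the mean activation of test wells on that plate plus 3 SD, cut at about 19% in these data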;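 also: 0% = DMSO alone and 100% = 87 µM carbachol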
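Material: zebrafish TRPN1-YFP in HEK293 cells. Doses: one dose of 3 µM, 0.3% DMSO. Incubation: dye 1 h 37 °C plus 30 min RT. Measured by: intracellular calcium fluorescence with Fluo-8.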
NPY Y1 blocker – NPY-Y1 (human) receptor antagonism; P25929; HEK293-CNG Y1 cells, membrane potential fluorescence; NPY at EC95, then isoproterenol; inhibition, % at 3.6 µM; 200,000 compounds, 1% hits; AID 1040;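 active = inhibition above the campaign mean inhibition of all tested compounds plus 3 SD, cut at about 20% in these data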;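 also: 0% = DMSO wells given NPY plus isoproterenol and 100% = isoproterenol alone without NPY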
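Assay system: HEK293 cells with Y1 receptor plus CNG channel | Probe or stimulus: NPY (25 nM), isoproterenol (1 µM), Ro 20-1724 (25 µM) | Timing: Compound incubation 1 h at room temperature, readout 45 min post-stimulation | Measured by: Membrane-potential fluorescent dye readout | Benchmarks: High control isoproterenol alone, low control NPY with isoproterenol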
PGE2 EP2 inh – blocks the human prostaglandin E2 receptor EP2 | P43116 | C6 glioma cells expressing human EP2, cAMP TR-FRET; cells stimulated with saturating PGE2 | inhibition, % at 25 µM | 260,000 compounds, 0.52% hits | AID 1422;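 active = percent inhibition above 40 after rounding to a whole number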;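 also: rat C6 glioma host cells with rolipram phosphodiesterase inhibitor present; the protocol text gives 20 µM as final concentration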
NPY1 pot ag – human NPY-Y1 potentiation or agonism, primary screen. P25929. NPY-Y1 expressing cells, potentiator/agonist activation. activation, % at 3.6 µM. 220,000 compounds, 0.37% hits; in the data active = activation above about 33%, passing the limit was not always enough;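 also: cells stimulated with NPY at EC10 then isoproterenol at EC100; 0% = low agonist plus stimulus and 100% = saturating agonist plus stimulus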
14-3-3 Bad inh – disrupts binding of bovine 14-3-3 zeta to phospho-Bad peptide | P63103 | TR-FRET 14-3-3zeta/Dy647-pBad peptide displacement, 1 h | inhibition, % at 21.7 µM | 220,000 compounds, 0.71% hits;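 active = inhibition above about 70%, limit read from the data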;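 also: 0% = full 14-3-3 plus peptide FRET controls and 100% = background without 14-3-3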
Target sequence (P63103 whole entry, looked up): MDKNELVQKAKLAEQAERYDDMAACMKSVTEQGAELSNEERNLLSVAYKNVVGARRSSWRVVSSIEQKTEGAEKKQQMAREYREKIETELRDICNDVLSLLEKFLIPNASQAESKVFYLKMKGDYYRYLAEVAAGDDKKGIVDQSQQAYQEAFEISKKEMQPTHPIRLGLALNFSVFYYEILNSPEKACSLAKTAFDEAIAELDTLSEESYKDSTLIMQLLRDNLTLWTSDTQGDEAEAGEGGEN
TRPML3 agonist – activates the human TRPML3 channel | Q8TDD5 | HEK293 TRPML3-YFP, Fluo-8 calcium fluorescence; 100% = the carbachol control signal | activation, % at 3 µM | 220,000 compounds, 0.29% hits | AID 1448;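 active = activation above its plate's cutoff, the mean activation of the plate's test wells plus 3 SD, cut at about 12% in these data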;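 also: 0% = DMSO only wells and 100% = carbachol wells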
Target sequence (Q8TDD5 whole entry, looked up): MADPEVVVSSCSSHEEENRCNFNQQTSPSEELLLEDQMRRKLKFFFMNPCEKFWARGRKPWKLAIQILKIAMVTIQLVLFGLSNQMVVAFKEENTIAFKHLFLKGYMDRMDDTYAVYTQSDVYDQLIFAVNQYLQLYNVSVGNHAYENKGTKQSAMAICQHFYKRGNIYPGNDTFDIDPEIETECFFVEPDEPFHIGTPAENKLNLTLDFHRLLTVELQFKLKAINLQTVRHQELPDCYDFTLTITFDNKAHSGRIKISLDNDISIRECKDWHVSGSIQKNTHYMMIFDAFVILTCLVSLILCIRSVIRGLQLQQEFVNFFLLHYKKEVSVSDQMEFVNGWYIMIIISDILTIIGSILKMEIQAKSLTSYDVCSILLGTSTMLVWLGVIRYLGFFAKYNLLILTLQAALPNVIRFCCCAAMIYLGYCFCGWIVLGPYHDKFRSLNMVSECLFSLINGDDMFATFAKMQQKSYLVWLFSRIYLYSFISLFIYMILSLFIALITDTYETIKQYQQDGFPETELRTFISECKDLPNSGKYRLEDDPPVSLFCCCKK
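Test system: TRPML3-YFP stable HEK293 cells. Doses: single point at 3 µM. Incubation: dye loading 1 h 37 °C then 30 min ambient, 125 s read. Signal: Fluo-8 calcium dye fluorescence, ex 470-495, em 515-575 nm. Measure: percent activation from peak-to-basal fluorescence ratio, scaled between DMSO and carbachol.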
PPC-1+TRAIL kill – compounds killing PPC-1 cancer cells with TRAIL present (potentiator screen, no TRAIL-free arm); PPC-1 cells + TRAIL, ATPLite viability luminescence; cell killing (% activity), % at 4 µM; 220,000 compounds, 0.41% hits; AID 1443;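 active = cell killing above 50% in the first pass at 4 µM, then a duplicate retest at 5 µM averaging 50% or more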;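 also: plate controls were cells with TRAIL plus DMSO for no effect and medium-only wells lacking cells for full effect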
CHOP inhibitor – blocks CHOP induction under ER stress; CHO-K1 CHOP-promoter luciferase, tunicamycin-induced, 15-18 h; inhibition, % at 10 µM; 220,000 compounds, 3.8% hits; AID 2732;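 active = compounds that reduced the stress-induced luciferase reporter signal by more than about 70% of percent inhibition, limit read from the data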;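 also: 0% = tunicamycin plus vehicle and 100% = wells without tunicamycin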
EP2 modulator – modulates human prostaglandin E2 receptor EP2 signaling | P43116 | EP2-expressing cells, cAMP HTRF FRET, PGE2 co-stimulation | induction, % at 25 µM | 260,000 compounds, 0.83% hits | AID 940;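 active = compounds whose cAMP rise, as percent of the full-agonist control response, exceeds 60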;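 also: rat C6 glioma line stably carrying human EP2 under a CMV promoter; the protocol text gives 20 µM as final concentration; 100% = response of wells given 1 µM PGE2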
Starred values were filed as active, the others as inactive; . = not tested or not shown; & = joins results of further samples; [ ] = another dose, or the depositor's remark. These rows are one share of the data; rates above refer to the full screens.

Under each structure: TRPN1 ag | NPY Y1 blocker | PGE2 EP2 inh | NPY1 pot ag | 14-3-3 Bad inh | TRPML3 agonist | PPC-1+TRAIL kill | CHOP inhibitor | EP2 modulator
1	c1ccc(C2c3c(ccc4ccccc34)Oc3ncn4nc(-c5ccco5)nc4c32)cc1 (configuration not stated)
    1.5 | 7 | 3 | -24 | 5[fluorescence artefact?] | 0.6 | -7 | 6 | 27
2	CCOc1ccc(NC(=O)CS(=O)CC(=O)NC2CCCc3ccccc32)cc1 (configuration not stated)
    1.3 | 7 | 4 | -1 | -1[fluorescence artefact?] | 0.0 | 8 | 18 | 5
3	CC1=NNC(=O)C1CCC(=O)N/N=C\c1cccc(Cl)c1 (configuration not stated)
    2.1 | -5 | 11 | 5 | -4 | 0.1 | -9 | 5 | 13
4	CCn1nc(C(=O)N[C@@H](CCSC)c2nc3ccccc3[nH]2)c2ccccc2c1=O
    -0.6 | 7 | 14 | -8 | -5[fluorescence artefact?] | -0.4 | 8 | 22 | -1
5	CCCCC(=O)NC(Nc1ccc(C)cn1)(C(=O)OCC)C(F)(F)F (configuration not stated)
    -1.9 | -1 | 11 | -7 | 10[fluorescence artefact?] | -0.7 | 8 | 27 | 28
6	COc1ccc(C(c2nnnn2C2CCCCC2)N2CCN(c3ccccc3F)CC2)cc1 (configuration not stated)
    -1.5 | 23* | 8 | -24 | 2 | 0.7 | 20 | 14 | 0
7	CC(=O)Nc1ccc(S(=O)(=O)Nc2nc3ccccc3nc2Sc2nncn2C)cc1
    5.2 | -6 | 6 | 2 | 44[fluorescence artefact?] | 1.5 | 15 | -21 | 6
8	Cc1ccc(NC(=O)CN2CCc3ccccc3C2)cc1S(=O)(=O)N1CCOCC1
    1.0 | 1 | 10 | -14 | 1[fluorescence artefact?] | -1.2 | 7 | -8 | -12
9	COc1ccc(Cl)cc1NC(=S)NN1CCOCC1
    -0.1 | 5 | 4 | -27 | -8 | 0.9 | 10 | -9 | 35
10	Cc1ccc(CN(C(=O)c2cc3ccccc3oc2=O)C2CCS(=O)(=O)C2)cc1 (configuration not stated)
    -0.2 | -1 | 6 | 7 | -7[fluorescence artefact?] | 0.3 | 9 | -9 | 1
11	COc1ccccc1NC(=O)CN1CCN(Cc2ccccc2)CC1
    0.8 | 3 | 8 | -6 | -1[fluorescence artefact?] | 0.8 | 6 | 13 | 8
12	Cc1cc(=O)oc(C)c1C(=O)NNC(=O)C1(C)CC1Br (configuration not stated)
    0.3 | . | 15 | 14 | -20 | 0.0 | -3 | 16 | -20
13	COc1ccccc1C(=O)NC(=S)Nc1cc(C(=O)O)ccc1C
    0.4 | 0 | 12 | -9 | -12 | 0.3 | 13 | 0 | 72*
14	CN1CCN(CCNC(=O)Nc2ccccc2C(F)(F)F)CC1
    0.2 | 6 | 18 | 18 | 1[fluorescence artefact?] | 1.0 | 27 | 52 | 26
15	Cc1cc(C)c2c(N)c(S(=O)(=O)Cc3ccccc3)sc2n1
    0.3 | -4 | . | 6 | 5 | 0.8 | 15 | 13 | -2
16	COc1cccc(S(=O)(=O)NCc2ccc(C(=O)Nc3ccc(Cl)cc3)cc2)c1
    2.2 | -5 | 5 | 17 | 11 | 0.6 | 8 | 28 | 12
17	CCOC(=O)c1cnn(-c2nc(SC)nc3sc4c(c23)CCCC4)c1N
    -0.6 | 16 | 9 | -16 | -3 | 0.5 | -10 | 24 | 28
18	CC1Cc2ccccc2N1C1=CC(=O)CC(C)(C)C1 (configuration not stated)
    1.1 | -3 | 19 | 10 | -1 | -0.4 | 13 | 0 | 16
19	CCCCCCNS(=O)(=O)c1ccc(NC(=O)C2CCCO2)cc1 (configuration not stated)
    3.3 | 2 | 11 | -12 | -14[fluorescence artefact?] | 3.5 | 17 | 26 | 49
20	Cn1nc(-c2ccccc2)c2nc3ccccc3nc21
    1.6 | 10 | 21 | 6 | 9 | 1.3 | 8 | 37 | 43
21	CCC(CC)C(=O)c1c[nH]c(C(=O)NN)c1
    -0.3 | 3 | 4 | -18 | -11 | -1.0 | 4 | 4 | 7
22	CCSC(C)CC1C/C(=N/O)c2c(C)noc2C1 (configuration not stated)
    0.0 | 4 | 10 | 7 | -3 | 0.3 | 11 | 7 | 17
23	Cc1ccc(N(CCCCN2C(=O)c3ccccc3C2=O)C(=O)c2ccc(Cl)s2)cc1
    0.1 | 7 | 5 | -22 | 1 | 0.0 | 16 | 16 | 57
24	CN1C(=O)/C(=C/c2cc(C(C)(C)C)c(O)c(C(C)(C)C)c2)NC1=S
    -0.5 | 3 | 8 | -4 | -14 | -0.1 | 0 | -8 | 51
25	CN(C)S(=O)(=O)c1cccc(-c2nnc(SCc3cc(Cl)cc4c3OCOC4)n2N)c1
    2.5 | 2 | 18 | 13 | 3 | 0.0 | -12 | 16 | -2
26	CCCn1nnc(NC(=S)NC(=O)Cc2ccccc2)n1
    0.0 | -1 | 4 | 1 | -16 | 0.6 | 16 | -23 | 12
27	CCN(CC)CCNC(=O)Cn1cnc2sc(C)c(S(=O)(=O)N3CCN(c4ncccn4)CC3)c2c1=O
    1.3 | -2 | 6 | -9 | -7 | 1.1 | 22 | 0 | 4
28	CCOC(=O)CN1C(=O)C2(OCCCO2)c2ccccc21
    -0.3 | 4 | 8 | 6 | 2[fluorescence artefact?] | 0.6 | -20 | 17 | 17
29	CCCN(CCC)CCCNC(=O)CS(=O)Cc1nc(-c2ccc(OC)c(OC)c2)oc1C (configuration not stated)
    0.8 | -2 | 5 | 10 | 15 | 1.1 | 10 | -15 | 10
30	N=c1c(C(=O)NCc2ccco2)cc2c(=O)n3ccccc3nc2n1Cc1ccc(Cl)cc1
    -1.2 | 36* | 1 | 10 | . | 0.0 | -4 | . | .
31	COc1ccc(N2CCN(C(CNC(=O)C(=O)NCCCn3ccnc3)c3ccco3)CC2)cc1 (configuration not stated)
    0.4 | -1 | 5 | -7 | -12 | 0.3 | 2 | 15 | -16
32	O=C(NC1=NCCS1)C1CC2CCC1C2 (configuration not stated)
    0.4 | 0 | 16 | 13 | 6 | 0.1 | 25 | 40 | -10
33	O=C1CCCC(=O)C1C(=O)C1CCN(S(=O)(=O)c2ccccc2)CC1
    -0.6 | -3 | 3 | -15 | -7 | 0.6 | 8 | -2 | 31
34	CCCS(=O)(=O)N1CCCC(C(=O)c2ccccc2OC)C1 (configuration not stated)
    -2.1 | -3 | 0 | 5 | -5 | -0.2 | 4 | 18 | -9
35	N#Cc1ccc(-c2ccc(Cl)cc2)nc1Oc1ccc(F)cc1
    -0.2 | 2 | 5 | 19 | -3 | -0.3 | -12 | 9 | 4
36	COC(=O)Cn1nc(-c2ccccc2)c2cc(Cl)ccc21
    -0.7 | 0 | 7 | -23 | 17[fluorescence artefact?] | -0.3 | -4 | 50 | 1
37	CCOc1ncccc1C(=O)OCC(=O)c1ccc[nH]1
    0.3 | -1 | 4 | 13 | -10 | 1.3 | -8 | 49 | -3
38	CCC(C)N(C(=O)COC(=O)c1[nH]c(C)c(C(C)=O)c1C)C1CCS(=O)(=O)C1 (configuration not stated)
    0.8 | 4 | 10 | 10 | . | 0.5 | 14 | . | .
39	O=C(CN1C(=O)COc2ccc(S(=O)(=O)N3CCCC3)cc21)N1CCCC1
    -1.6 | . | 6 | 16 | 1 | 0.2 | 10 | -21 | 6
40	COc1cccc(-c2ccc(-c3noc(-c4cccs4)n3)c(OC)n2)c1
    -0.3 | 4 | 7&3 | -9 | 37[fluorescence artefact?] | 0.6 | 12 | 19 | 0&48
41	CSC1=NCCN1C(=O)Cc1ccc(F)cc1
    1.3 | 5 | 16 | 16 | -14 | 0.8 | 17 | 20 | 9
42	CC(=O)N1c2c(cc(Br)cc2S(=O)(=O)N2CCOCC2)CC1C (configuration not stated)
    1.4 | -3 | 11 | 3 | 1 | 1.3 | -6 | -31 | -12
43	O=C(Nc1nc2c(s1)CN(Cc1ccccc1)CC2)C1CCC1
    2.0 | -6 | 7 | 9 | -11 | 1.0 | 12 | 10 | -23
44	CCOC(=O)c1cn2nc(-c3ccc(OCC)cc3)cc2nc1C1CCN(C(=O)OC(C)(C)C)CC1
    -0.4 | -4 | 8 | -23 | -1 | 0.6 | -9 | -16 | 44
45	COc1cc(C(=O)OCC(=O)Nc2cc(-c3cc(C)c(C)cc3C)nn2-c2ccccc2)cc(OC)c1OC
    -1.0 | 1 | 10 | -7 | 0 | 0.4 | 30 | -4 | 17
46	Nc1c(C(=O)NC2CCCC2)c2nc3ccccc3nc2n1N
    1.1 | -2 | 27 | 44 | 8 | 0.7 | -14 | 74* | -31
47	CSCCC1Nc2ccc(S(=O)(=O)N3CCOCC3)cc2NC1=O (configuration not stated)
    1.5 | 2 | 5 | 9 | -1 | 0.9 | 0 | -8 | -17
48	O=c1c(O)c(-c2ccc3c(c2)OCO3)oc2ccccc12
    1.0 | 0 | 14 | -19 | 13 | 0.4 | 13 | 74* | 23
49	Cc1ccc(C(=O)CSc2nc3ccccc3c(=O)[nH]2)cc1
    -0.9 | 4 | 1 | -26 | -2 | -0.5 | 7 | -2 | -30
50	CC(C)(C)C(=O)NC(=S)Nc1sc2c(c1C(N)=O)CCC2
    -1.2 | -5 | 19 | 3 | 2 | 0.9 | 15 | 6 | -43

The results go on:
Under each structure: TRPN1 ag | NPY Y1 blocker | PGE2 EP2 inh | NPY1 pot ag | 14-3-3 Bad inh | TRPML3 agonist | PPC-1+TRAIL kill | CHOP inhibitor | EP2 modulator
51	O=C(CN1CCC(NC(=O)c2ccccc2F)CC1)NCc1ccc(F)cc1
    1.4 | -4 | 9 | 0 | -4 | 0.4 | 5 | -13 | -10
52	O=C(O)CCCCCCNS(=O)(=O)c1ccccc1
    0.3 | 2 | 7 | -18 | -10 | 0.0 | 14 | 12 | 13
53	O=C(N/N=C/c1ccc[nH]1)c1ccccc1O
    3.0 | 0 | 14 | 11 | -4 | 0.9 | 13 | -5 | 4
54	COC(=O)c1[nH]c2cc(C)ccc2c1NC(=O)CN1CCc2cc(OC)c(OC)cc2C1
    0.2 | 2 | 8 | -1 | -6[fluorescence artefact?] | 0.0 | 13 | 34 | -46
55	CCCCC1CCC(C(=O)Nc2c(C)n(C)n(-c3ccccc3)c2=O)CC1 (configuration not stated)
    1.7 | 2 | . | 0 | . | 0.3 | . | . | .
56	O=C(c1cnsn1)N1CCN(c2ccccc2)CC1
    1.1 | -1 | 5 | -7 | 13 | 0.0 | 6 | 7 | 3
